# Sm TGR inh = qHTS Assay for the Inhibitors of Schistosoma Mansoni Peroxiredoxins. purified TGR, DTNB reduction, TNB absorbance 405 nm. 3% of 360,000 active. Schistosoma mansoni thioredoxin glutathione reductase (TGR), Q962Y6. Potency, µM (doses to about 114 µM), for the others: at the top dose activity change, negative = inhibition, hits mostly inhibitors; note: potency is the fitted concentration of half-maximal effect; % is set by controls: 0 for no effect and ±100 for the full control effect; nearly all actives have a fitted effect of over 60% in size
#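 Kinetic colorimetric format: TGR-catalysed, NADPH-driven DTNB reduction monitored via TNB absorbance. Enzyme dispensed at 20 nM; compound exposure 15 min at room temperature before reaction start.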
# Shiga toxin inh = A qHTS for Small Molecule Inhibitors of Shiga Toxin. 9.2% of 290,000 active. Vero cells, Shiga toxin protein synthesis inhibition reporter. inhibition, % at 38.7 µM; in the data active = inhibition mostly above about 28%, no sharp cut-off; inactive = mostly below about 43%; note: 0% is about no effect
# Pf growth 96h = Primary qHTS for delayed death inhibitors of the malarial parasite plastid, 96 hour incubation; Potency, µM (titrated, usually from 28.7 µM), for inactives: at the top dose activity change, negative = inhibition, usual class: inhibitors; 6.9% of 320,000 active; P. falciparum luciferase reporter growth, 96 h; note: potency is the fitted concentration of half-maximal effect; % is set by controls: 0 for no effect and ±100 for the full control effect
#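 Delayed-death screen, second-generation endpoint: infected erythrocytes, 2% hematocrit, 0.05% parasitemia final; 96 hours at 37 C, 5% CO2; luciferase detection reagent; luminescence decrease equals reduced growth.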
# Cycloheximide cs = Cycloheximide Counterscreen for Small Molecule Inhibitors of Shiga Toxin | cell reporter, cycloheximide protein synthesis inhibition counterscreen | max response, % | 12% of 300,000 active; in the data active = max response mostly above about 13%, no sharp cut-off; inactive = mostly below about 14%; note: read at 38.3 µM for the half of the compounds with a filed dose; 0% is about no effect
# Giardia FBPA inh = qHTS Assay for Inhibitors of Fructose-1,6-bisphosphate Aldolase from Giardia Lamblia. Potency, µM (titrated, usually from 59.6 µM), for the others: at the top dose activity, negative = inhibition, most hits filed as inhibitors. 0.71% of 290,000 active. purified Giardia FBPA; note: potency is the fitted concentration of half-maximal effect; % is set by controls: 0 for no effect and ±100 for the full control effect; nearly all actives have a fitted effect of over 55% in size
# Target sequence (A8B2U2 whole entry, looked up): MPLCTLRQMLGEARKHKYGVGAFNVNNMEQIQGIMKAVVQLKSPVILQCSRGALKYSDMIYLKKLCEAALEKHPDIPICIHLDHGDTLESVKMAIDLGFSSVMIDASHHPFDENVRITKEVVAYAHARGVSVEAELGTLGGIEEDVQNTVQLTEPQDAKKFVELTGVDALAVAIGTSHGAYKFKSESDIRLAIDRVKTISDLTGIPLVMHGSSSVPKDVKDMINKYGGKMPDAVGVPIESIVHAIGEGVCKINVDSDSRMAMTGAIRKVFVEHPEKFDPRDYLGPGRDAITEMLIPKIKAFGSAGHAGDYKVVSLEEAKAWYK
#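 Giardia FBPA (40 nM reagent) was preincubated 10 min at RT with compound (up to 57.5 uM final), then substrate plus GAPDH/TPI/NAD/arsenate coupling system with diaphorase/resazurin was added; resorufin fluorescence (525/598 nm) was read after 20 min.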
# Pf growth 48h = Primary qHTS for delayed death inhibitors of the malarial parasite plastid, 48 hour incubation. P. falciparum luciferase growth in erythrocytes, 48 h. Potency, µM (top dose mostly 28.7 µM), for the others: at the top dose activity change, negative = inhibition, hits mostly inhibitors. 5.9% of 310,000 active; note: potency is the fitted concentration of half-maximal effect; % is set by controls: 0 for no effect and ±100 for the full control effect
#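 In quantitative HTS format, infected erythrocytes bearing luciferase-reporter parasites were treated for a single generation at 37 C. Luminescence after adding detection reagent served as the growth measure.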
# Numbers without * were called inactive; ? = inconclusive; . = not tested or not shown; & = joins results of further samples; [ ] = dose if it differs, or a comment. Unless noted, calls come from the whole dose curve; as a rule, active = well fitted curve in the direction sought with a large enough effect; inconclusive = small, poorly fitted or top-dose-only effect, or another doubt; inactive = no such curve, though single readings can be large; an effect the other way counts as inactive or inconclusive.
SMILES,Sm TGR inh,Shiga toxin inh,Pf growth 96h,Cycloheximide cs,Giardia FBPA inh,Pf growth 48h
O=C1C(=O)N(CCN2CCOCC2)C(c2cccnc2)/C1=C(/O)c1ccc(Cl)cc1 (stereo unspecified),.,-5.1,1.9%,-3.8,5.6%,9.1%
CC(=O)Nc1ccc(C(=O)N(C)c2ccccc2)cc1,-0.1%,-9.8,76.1%[activator],10.5,0.7%,6.3%
CC(C)(C)n1nnnc1C(c1ccncc1)N(Cc1ccccc1)Cc1ccco1 (stereo unspecified),0.0%,8.3,.,6.9,-19.2%,13.1µM*
Cc1ccnc(NS(=O)(=O)c2ccc(NS(=O)(=O)c3cc(Cl)ccc3Cl)cc2)n1,-7.6%,-7.1,7.5%,3.8,-4.9%,2.0%
Cc1cc(Cl)ccc1OCCCC(=O)NCCN1C(=O)S/C(=C\c2cccnc2)C1=O,0.8%,39.9,?,30.7*,-20.8%,15.7%
CCOC(=O)N1CCC(N2C(=O)c3ccc(C(=O)NCc4ccco4)cc3C2=O)CC1,?,17.2,11.7µM*,-4.9,8.4%,13.4%
CC1(C)CC(=O)C(N=Nc2cccc([N+](=O)[O-])c2)=C(O)C1,?,63.4*,33.4%[activator],45.3*,2.4%,9.4%
COc1ccc(S(=O)(=O)NCC(=O)N(CC(=O)NCC2CCCO2)c2ccccc2C)cc1 (stereo unspecified),-14.2%,-3.1,13.5%,0.8,-5.8%,-6.9%
CCN(CC)C(=O)CSc1nnc(-c2ccco2)n1N,13.6%,-12.6,36.0%[activator],-3.3,3.3%,3.1%
CC1=NN(c2nc(-c3ccccc3)cs2)C(=O)C1,-2.0%,23.9,70.4%[activator],16.0*,15.0%,?
CC(=O)c1cccc(NC(=O)C2CC(=O)N(c3cccc(C)c3C)C2)c1 (stereo unspecified),-1.3%,23.6,20.6%,2.1,5.1%,1.47µM*
Nc1nc(N)nc(-c2cccc(Cl)c2Cl)n1,3.4%,.,81.9%[activator],.,.,7.6%
Cc1ccc(/C=C2\SC(=S)N(CCC(=O)NNS(=O)(=O)c3ccccc3)C2=O)cc1,-0.4%,4.4,48.2%[activator],2.0,0.3%,15.6%
CCN(CC)CCNC(=O)/C(=C\c1cccn1C)NC(=O)c1cccs1,2.0%,-9.8,1.85µM*,-2.0,-14.4%,9.4%
O=C(NNc1c(Cl)cc(Cl)cc1Cl)c1n[nH]c(=O)c2ccccc12,8.3%,14.8,60.3%[activator],2.0,2.0%,46.2%[activator]
COc1ccc(NC(=O)CC(C)(C)C)c([N+](=O)[O-])c1,0.0%,9.6,?,-3.5,-1.0%,8.3%
O=[N+]([O-])c1ccc(N2CCN(c3ccccc3F)CC2)c(S(=O)(=O)N2CCOCC2)c1,0.2%,-13.7,?,-1.4,2.3%,?
CC1CCN(C(=O)CCCOc2cc(=O)n(C)c3ccccc23)CC1,-1.7%,19.6,49.3%[activator],1.4,-5.5%,-27.3%
CCCCNC(=O)CN1C(=O)COc2ccc(S(=O)(=O)N3CCCCCC3)cc21,-27.2%&-3.0%,-4.8,?,1.0,.,17.6%
CN1CCN(c2ccc(NC(=O)c3cccc(OCc4ccccc4)c3)cc2)CC1,0.3%,59.6*,.,23.2*,1.2%,10.4µM*
c1ccc(-c2nc3c4ccccc4ccn3c2CN2CCCCC2)cc1,17.8%,35.2,?,11.1,-6.7%,?
Cc1ccc(N=Nc2ccc(O)cc2)c(Br)c1,0.0%,49.0*,335.6%[activator],43.8*,0.2%,179.4%[activator]
Cc1onc(-c2c(F)cccc2Cl)c1C(=O)N(C)C1CCCCC1,5.5%,6.2,-14.3%,0.5,.,40.9%[activator]
CCCCn1c(N(CCOC(C)=O)C(C)=O)nc2ccccc21,-13.8%,-3.8,10.5%,-4.1,-0.8%,?
COc1ccc(/C=C/C(=O)NCc2cnn(C)c2C)cc1COc1ccc(Br)cc1,0.6%,-6.9,?,14.3,-6.6%,?
CCOc1ccccc1CN1CCN(CC2=Cc3cc(OC)ccc3OC2)CC1CCO (stereo unspecified),-31.2%,-8.1,?,0.9,5.8%,9.28µM*
O=C(Nc1nc2ccccc2[nH]1)c1cccc(Cl)c1,-7.2%,91.1*,154.2%[activator],44.1*,2.9%,47.7%[activator]
Cc1cc(C)cc(NC(=O)COC(=O)Cc2ccccc2F)c1,1.5%,.,-8.6%,.,.,16.7%
Cc1cc(NC(=O)CSCC(=O)NCc2cccc(C(F)(F)F)c2)no1,-4.1%,.,1.3%,.,.,3.9%
COC(=O)C1=C(C)C(c2ccc(OC)cc2OC)NC(=O)N1 (stereo unspecified),0.0%,22.2,-14.2%,-4.3,0.4%,8.8%
CCC(C)NC(=O)CSc1ccc(NC(C)=O)cc1 (stereo unspecified),1.2%,-2.2,-5.1%,-5.3,1.2%,.
COc1ccc(OCCSc2nnc(Cc3cccc4ccccc34)n2N)cc1,5.8%,13.9,?,13.3,-1.3%,-13.6%

# Entries of single compounds, quoted from the list:
# Entry for `COc1ccc(S(=O)(=O)NCC(=O)N(CC(=O)NCC2CCCO2)c2ccccc2C)cc1` (stereo unspecified) = Sm TGR inh: -14.2%; Shiga toxin inh: -3.1; Pf growth 96h: 13.5%; Cycloheximide cs: 0.8; Giardia FBPA inh: -5.8%; Pf growth 48h: -6.9%
# Entry for `Cc1ccnc(NS(=O)(=O)c2ccc(NS(=O)(=O)c3cc(Cl)ccc3Cl)cc2)n1` = Sm TGR inh: -7.6%; Shiga toxin inh: -7.1; Pf growth 96h: 7.5%; Cycloheximide cs: 3.8; Giardia FBPA inh: -4.9%; Pf growth 48h: 2.0%

# (cont.)
SMILES,Sm TGR inh,Shiga toxin inh,Pf growth 96h,Cycloheximide cs,Giardia FBPA inh,Pf growth 48h
COc1ccc(C2N(C(C)=O)CCCN2S(=O)(=O)c2ccc(C)cc2)cc1 (stereo unspecified),0.3%,-10.2,20.2%,-5.6,.,?
CCOC(=O)c1c(C)[nH]c(C(=O)Nc2ccc3c(c2)OCO3)c1C,-41.7%,53.2*,?,40.6*,-1.3%,102.7%[activator]
CN(C)c1nc2c(c(=O)n(C)c(=O)n2C)n1Cc1ccccc1,-5.2%,27.7,66.5%[activator],-1.9,1.0%,5.7%
Cc1noc(NC(=O)c2cccc(Cl)c2Cl)c1C#N,.,-16.5,13.2%,-4.6,1.0%,0.3%
NC(=O)C1CCN(C(=O)CN(c2cccc(Cl)c2)S(=O)(=O)c2ccccc2)CC1,2.9%,-28.0,0.8%,-2.9,.,-8.4%
Cc1ccc(Nc2c([N+](=O)[O-])c(=O)oc3ccccc23)cc1,7.5%,-5.7,?,-10.6,-1.4%,?
Cn1c(C(=O)O)c(CC(=O)Nc2ccc(F)cc2F)c2ccccc21,0.3%[11.4 µM],-11.9,?,-1.6,7.4%,.
COc1ccc(N2CCN(CCNC(=O)CCCn3c(=O)[nH]c4cc(Cl)ccc4c3=O)CC2)cc1,-27.8%,-3.2,?,-1.3,5.4%,-11.1%
CC(C)Oc1cc(N)c(Cl)cc1Cl,1.7%,-11.6,18.3%,-0.6,1.5%,15.8%
CCOC(=O)c1c(C)[nH]c(C)c1S(=O)(=O)N(C)CC(=O)NCc1ccc(F)cc1,-5.2%,-2.6,30.8%,-1.2,2.4%,10.4%
Cc1cc2c3c(c1)C(C)(c1ccccc1)CC(C)(C)N3C(=O)C21C(C#N)=C(N)OC2=C1C(=O)CC(C)(C)C2 (stereo unspecified),-7.5%,-4.8,1.85µM*,8.9,-13.8%,.
CCOC(=O)c1sc(=S)n(Cc2ccccc2)c1C,1.1%,4.7,-14.8%,1.3,6.6%,-14.8%
C=CCOC(=O)C1=C(C)NC(SCC(N)=O)=C(C#N)C1c1ccc(C)cc1 (stereo unspecified),-9.6%,-6.4,?,1.4,0.4%,-7.3%
C/C(CC(=O)N1CCN(C=O)CC1)=N\NC(=O)c1ccc(Cl)cc1,0.0%,30.6,?,10.8*,-10.9%,40.0%[activator]
Cc1cc(NC(=O)c2ccc(F)cc2)no1,-6.3%,91.0*,4.8%,33.2*,9.6%,73.5%[activator]
COc1ccc(OCCCN2CCCCCC2)cc1,0.0%,-4.6,.,9.2,-16.6%,-12.3%
COc1cc(/C=C2/SC(=O)N(Cc3ccccc3Cl)C2=O)ccc1OCc1ccncc1,11.8%,6.3,?,-1.7,6.3%,?
CCOc1ccc(S(=O)(=O)Nc2ccccc2C(=O)NCC2CCCO2)cc1 (stereo unspecified),-17.4%[11.4 µM],-16.4,9.3%,-2.3,3.6%,.
COc1cc(OC)cc(OC(=O)c2ccc3c(=O)n4c(nc3c2)CCC4)c1,-2.4%,.,18.9%,.,.,5.2%
CS(=O)(=O)c1ncc(Cl)c(C(=O)Nc2ccc(N3CCOCC3)cc2)n1,15.8µM*,67.3*,?,59.7*,-23.1%,96.9%[activator]
O=C(O[C@@H]1OC2COC(=O)c3cc(O)c(O)c(O)c3-c3c(cc(O)c(O)c3O)C(=O)O[C@@H]([C@H]1O)[C@@H]2O)c1cc(O)c(O)c(O)c1,28.2µM*,-11.9,-102.1%,-2.3,?,-10.9%
O=C(Nc1ccc(Cl)c(Cl)c1)c1ccc(Cl)c(Cl)c1,16.4%,88.7*,91.6%[activator],50.3*,-14.8%,77.5%[activator]
CCOc1c(Cl)cc(CNCc2ccncc2)cc1OC,12.4%,25.5,7.3%,-2.7,-11.2%,-8.6%[5.75 µM]
COc1cccc(CN2CC(C(=O)NCCCc3ccncc3)CCC2=O)c1 (stereo unspecified),-19.7%,-9.6,11.7µM*,-3.8,.,11.3%
FC(F)(F)c1cnc(Nc2ccc(N3CCOCC3)cc2)c(Cl)c1,-4.1%,3.1,7.8%[5.75 µM],-1.7,8.8%,-7.2%
Cn1cccc1C(=O)OCc1cc(Cl)cc2c1OCOC2,-0.7%,145.1*,211.1%[activator],61.6*,3.7%,74.8%[activator]
CNC(=O)c1sccc1Oc1ccc(F)cc1[N+](=O)[O-],7.9%,-18.8,9.5%,-1.6,4.8%,6.9%
O=C(Nc1ccc2c(c1)OCO2)c1ccccn1,?,.,414.1%[activator],.,.,259.2%[activator]
CC(C)CCN(C(=O)Cc1ccccc1F)c1c(N)n(Cc2ccccc2)c(=O)[nH]c1=O,13.6%,-6.5,?,-1.3,2.7%,-19.7%
COc1ccccc1C1=CC(=O)C[C@H](c2ccc(F)cc2)C1,12.6%,.,?,.,.,-28.2%
CCOc1ccccc1NS(=O)(=O)c1cn(C)c(=O)n(C)c1=O,-13.6%,-14.1,41.9%[activator],-0.9,-0.3%,13.6%
Cc1ccc(S(=O)(=O)NCCC(=O)Nc2ncccc2O)cc1C,-11.2%,.,-16.5%,.,.,40.2%[activator]
O=C(CS(=O)(=O)Cc1ccccc1)Nc1nc2c(s1)CCCC2,1.3%,31.4,.,-2.7,-1.5%,6.7%
COc1ccc(C(=O)N/N=C\c2coc3ccc(Cl)cc3c2=O)cc1,-2.8%,-11.2,-20.4%,-0.7,13.4%,11.6%
CCCC(=O)Nc1ccc2nn(-c3ccc(OC)cc3)nc2c1,2.2%,.,-12.9%,40.6*,-7.5%,133.3%[activator]
COc1ccc(N(CC(=O)Nc2cc(Cl)ccc2OC)C2=NC3CS(=O)(=O)CC3S2)cc1 (stereo unspecified),-27.5%,-2.3,?,-3.2,8.6%,-18.4%
COc1ccc(CNC(=O)N2CCN(c3cccc(C)c3C)CC2)cc1OC,4.5%,-8.3,?,-1.5,11.7%,-18.7%
COc1ccc(C(=O)NC(C(=O)N2CCc3ccccc32)C(C)C)cc1 (stereo unspecified),3.0%,14.3,?,9.1,2.3%,?

# High-throughput results deposited in PubChem BioAssay by National Center for Advancing Translational Sciences (NCATS).
